# Screening results from PubChem.
# RSV CPE inhibition = RSV antiviral activity via CPE protection, HEp-2 cells, primary 10 µM value included (AID 2391) | actives 0.13% (n = 310,000) | CPE inhibition, % at 10 µM; hits with a dose series show IC50 in µM | HEp-2 cells, RSV-induced CPE inhibition; higher % means a stronger effect; in the data active = a potency from the dose series; inconclusive = CPE inhibition mostly from about 23% at the one dose, without a potency; inactive = the rest, 99 in 100 with CPE inhibition below about 21%; note: strong numbers were not always called active
# Salmonella PhoP GFP = inhibitors of PhoP regulon expression, primary screen, Salmonella Typhimurium, GFP reporter (AID 1863); S. Typhimurium PhoP-regulated promoter GFP reporter, 4 h; higher % means a stronger effect; one-dose inhibition, % at 50 µM; IC50 in µM for titrated hits; actives 0.16% (n = 300,000);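 active = inhibition over 29.93%, a cutoff 3 SD above the screen mean, later confirmed by dose response; inconclusive = inhibition over 29.93% but no dose response follow-up; inactive = inhibition at most 29.93% or unconfirmed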;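 note: 0% = low Mg2+ inducing control and 100% = high Mg2+ repressing control; strong numbers were not always called active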
# T cell HTS = modulators of CD8 T cell-vesicle binding, primary screen, mouse 2C CD8+ T cells, flow cytometry. 2C CD8+ T cell-vesicle binding; stronger effect = lower value. actives 0.068% (n = 330,000). calls only at 7 µM. AID 2052, 2009;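 active = response, share of CD8 T cells binding vesicles, and their 90th percentile fluorescence all below set limits, cut at about 80% in these data, passing the limit was not always enough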
#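 Assay system – 2C mouse CD8+ T cells · Also added – QL9-loaded Drosophila micro-vesicles · Timing – Cell–vesicle co-incubation 1.5 h at 37 °C, staining 20 min on ice · Signal – flow cytometry of vesicle-bound cells · Measure – percent CD8+ FL2 mean versus row control · Controls – Peptide-free naked vesicles (low) and QL9 vesicles with 0.7% DMSO vehicle (high)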
# TNAP activators = human TNAP enzyme activators, primary screen, biochemical, luminescent, no phosphate acceptor, uHTS (AID 1001); purified TNAP, luminescent activation assay, no phosphate acceptor; higher activation fold means a stronger effect; Alkaline phosphatase, tissue-nonspecific isozyme (Homo sapiens); actives 0.03% (n = 200,000); activation fold at 20 µM; hits with a dose series show EC50 in µM; in the data active = activation fold from about 3, or a potency from the dose series; inactive = the rest, 99 in 100 with activation fold below about 1.6; note: many of its hits are not listed in these tables
# K1F lysis inhibition = inhibition of K1F phage lysis, E. coli UTI89, bacterial capsule biogenesis inhibitors, alamar blue (AID 488966); E. coli UTI89 K1F phage lysis, alamar blue, 2 h; higher % means a stronger effect; inhibition, % at 100 µM; hits with a dose series show IC50 in µM; actives 0.02% (n = 340,000);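 active = phage lysis inhibition, versus mean bacterial control, above a set limit; inconclusive = no clear call, values can overlap the other calls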;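 note: capsule biogenesis inhibitors block K1F phage lysis so surviving cells raise fluorescence; higher fluorescence means more inhibition of phage lysis; actives were called in the ten point dose series up to 300 µM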
# SV40 large T antigen = SV40 large T antigen inhibitors, biochemical (AID 1903) | SV40 large T antigen ATPase/helicase inhibition assay; higher % means a stronger effect | inhibition, % at 20 µM; hits with a dose series show IC50 in µM | actives 0.39% (n = 310,000); in the data active = a potency from the dose series; inconclusive = inhibition mostly from about 32% at the one dose, without a potency; inactive = the rest, 99 in 100 with inhibition below about 32%; note: strong numbers were not always called active
# MgcRacGAP inhibition = MgcRacGAP GTPase-activating activity inhibitors, confirmation, biochemical, ADP Hunter fluorescence; actives 0.6% (n = 340,000); MgcRacGAP-stimulated Rac1 GTP hydrolysis, ADP Hunter fluorescence; higher % means a stronger effect; GST-tagged Rac1 F28L mutant substrate; inhibition, % at 30 µM; hits with a dose series show IC50 in µM; Rac GTPase-activating protein 1 (Homo sapiens); AID 624330, 2012;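 active = first-screen hits whose inhibition reached a set limit at any dose in the follow-up dose series; inconclusive = inhibition above the set first-screen limit but never retested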;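 note: fluorescence reports GDP produced by GAP-driven GTP hydrolysis; strong numbers were not always called active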
# Myeloid diff 2 = induction of myeloid progenitor differentiation, primary screen, cell-based, flow cytometry, MLPCN library; ER-HoxA9 myeloid progenitors, lysozyme-GFP differentiation; calls only at 10 µM; actives 1% (n = 360,000); AID 624256, 2012;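 active = normalized GFP-positive differentiation at or above the plate's own cutoff, the solvent-only control mean plus 3 SD; inconclusive = no clear call, values can overlap the other calls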;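 note: cells exposed to compound for four days before flow analysis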
# NTR1 ag = agonists of NTR1, primary screen, imaging, U2OS cells, beta-arrestin-GFP, high content (AID 493036); Neurotensin receptor type 1 (Homo sapiens), P30989; NTR1-U2OS beta-arrestin-GFP spot imaging, agonist mode; actives 0.17% (n = 330,000); activation, % at 20 µM;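 active = activation at or above 40% of the spot to cytoplasm intensity ratio, with at least 20 cells analyzed; inconclusive = wells under 20 cells, flagged as cytotoxic or low count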;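 note: 0% = DMSO without peptide and 100% = 100 nM NTR1 peptide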
# Target sequence (P30989 whole entry, looked up): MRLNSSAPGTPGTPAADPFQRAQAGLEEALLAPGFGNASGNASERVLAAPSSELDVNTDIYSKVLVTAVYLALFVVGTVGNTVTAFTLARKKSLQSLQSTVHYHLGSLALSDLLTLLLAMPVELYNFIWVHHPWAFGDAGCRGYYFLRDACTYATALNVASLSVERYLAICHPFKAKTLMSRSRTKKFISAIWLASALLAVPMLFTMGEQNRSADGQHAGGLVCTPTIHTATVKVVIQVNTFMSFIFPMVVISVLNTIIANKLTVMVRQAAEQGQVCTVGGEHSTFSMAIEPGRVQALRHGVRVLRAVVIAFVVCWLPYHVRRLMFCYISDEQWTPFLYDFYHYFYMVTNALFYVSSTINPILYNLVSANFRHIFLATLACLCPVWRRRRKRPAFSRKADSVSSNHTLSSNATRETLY
# T cell HTS vesicle-bound % = second read-out of T cell HTS, no call of its own (marks repeat the call); double positive events, %; measured here: CD8+ vesicle-bound cell fraction;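 binding gate set so that unloaded-vesicle control wells show 10% double positive cells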
# NTR1 ag cell count 20 µM = recorded beside NTR1 ag, whose call it bears; cell count; measured here: cell count, cytotoxicity flag
# Myeloid diff 2 GFP+ MAC1+ % = also measured in Myeloid diff 2; calls as there; GFP+ MAC1+ double positive, %; measured here: differentiation confirmed by MAC1 staining
# Active calls of the source: *; i = inactive; ? = inconclusive; . = no result given; + = active, no number; & = joins results of further samples; [ ] = dose if it differs, or a comment.
SMILES,RSV CPE inhibition,Salmonella PhoP GFP,T cell HTS,T cell HTS vesicle-bound %,TNAP activators,K1F lysis inhibition,SV40 large T antigen,MgcRacGAP inhibition,Myeloid diff 2,Myeloid diff 2 GFP+ MAC1+ %,NTR1 ag,NTR1 ag cell count 20 µM
N#Cc1nc(COc2ccc(Br)cc2)oc1NCCN1CCOCC1,-2.7%,12.2%,i,10.0,1.1,0.6%,-4.1%,12.6%,i,4.4,-1.0,57
COc1cc(C2N(C)CCC3(OCCO3)C2(C)C)cc(OC)c1OC (centres undefined),1.8%,-10.2%,i,23.1,1.1,2.6%[50 µM],10.4%,8.4%,i,0.7,0.5,42
C=CCN(Cc1ccc(Cl)s1)C(=O)CNC(=O)CNC(=O)c1ccc(Cl)cc1Cl,0.8%,.,i,37.0,.,0.0%[50 µM],.,7.6%,i,1.1,1.7,49
CCOC(=O)N1CCN(C(=O)c2csc3c2CCCCC3)CC1,1.1%,-3.6%,i,19.8,1.1,0.2%,5.2%,12.7%,i,1.3,-0.7,62
Nc1nn2c(-c3ccccc3)cc(=O)[nH]c2c1N=Nc1ccc(O)cc1,2.5%,9.8%,i,59.4,0.6,3.5%,15.9%,60.1µM*,i,1.7,0.7,79
CCOC(=O)c1c(C)sc2c1N(C(=O)CCl)c1cc(Cl)ccc1S2,-2.0%,12.8%,i,37.4,1,0.2%,0.7%,7.6%,i,1.0,18.4,58
COc1ccc(-c2nc(CN3CCN(Cc4ccccc4)CC3)c(C)o2)cc1,0.2%,-4.3%,i,52.4,.,0.5%,9.9%,6.7%,i,0.7,2.0,66
CCC(c1n[nH]c(=S)n1-c1ccccc1)N(C)C (centres undefined),2.2%,9.7%,i,46.7,1,3.0%,1.1%,5.8%,i,0.6,-0.2,58
COCCNC(=O)Cn1ncc2ccsc2c1=O,1.3%,2.6%,i,40.5,1,-0.8%,0.7%,12.0%,i,1.7,-1.1,103
CC(C)c1ccc(OCc2ccc(C(=O)N(C)C)o2)cc1,3.9%,5.2%,i,26.3,.,0.3%,4.0%,3.4%,i,0.3,1.8,107
CC(C)N(C(=O)Cc1ccccc1[N+](=O)[O-])C(C)C,6.5%,-2.8%,i,26.9,1.1,0.0%,13.1%,-1.3%,i,0.7,1.6,49
Cc1ccc(NC(=S)NCc2ccccn2)cc1,0.3%,19.5%,i,46.7,1.1,1.5%,10.7%,13.7%,i,0.4,-1.5,43
CN(NC(=O)C(C)(C)C)c1nc(-c2ccccc2)nnc1C(F)(F)F,0.3%,3.5%,i,50.7,1.2,1.4%,-7.2%,4.8%,i,0.8,3.9,57
CCN(C(=O)c1cc(Cl)ccc1Cl)C1CCS(=O)(=O)C1 (centres undefined),-1.9%,6.5%,i,22.9,.,1.4%[50 µM],6.0%,1.4%,i,1.0,2.8,57
CC(Sc1nc2ccccc2c(=O)[nH]1)C(=O)O (centres undefined),-1.2%,7.8%,.,.,1.1,1.5%,-4.2%,2.8%,i,5.6,0.8,53
CC(C)OC(=O)C(C#N)c1nc2ccccc2nc1N1CCCC1 (centres undefined),2.2%,-10.5%,i,39.2,1,0.7%,17.0%,10.9%,i,1.1,0.6,60
CCOc1ccc(C2C(C#N)=C(N)Oc3cc(C)n(CCN(C)C)c(=O)c32)cc1OCC (centres undefined),1.1%,-0.7%,i,16.5,1,1.6%,1.5%,5.6%,i,1.0,0.2,76
Cc1cc(O)ccc1N=Cc1c(C(F)(F)F)[nH][nH]c1=O,2.6%,-2.6%,i,60.8,1,0.5%,?,30.2µM*,i,0.1,0.2,82
CN(CC(O)Cn1cnc2c1c(=O)n(C)c(=O)n2C)c1ccccc1 (centres undefined),11.8%,-0.1%,i,50.0,1.1,0.2%,0.3%,11.5%,i,0.8,0.4,60
Cc1[nH]n(-c2ccc([N+](=O)[O-])cc2)c(=O)c1/C=N/N1CCOCC1,-1.3%,-5.8%,i,55.8,1,-2.6%,12.6%,6.9%,i,0.3,1.7,65
COc1ccc([C@@H]2CC=C(C(=O)O)[C@H](c3ccccc3F)N2S(=O)(=O)c2ccc(C)cc2)cc1OC,3.5%,.,i,38.9,.,-0.5%,10.4%,1.7%,i,1.9,1.2,93
O=C(CSc1nnc(-c2ccc(Cl)cc2)n1Cc1ccco1)Nc1ccc2c(c1)OCCO2,2.5%,-2.0%,i,51.8,1.1,0.6%,17.0%,7.5%,i,3.0,1.7,84
CCOc1ccc2nc(NC(=O)CC3Oc4ccccc4NC3=O)sc2c1 (centres undefined),6.3%,-7.6%,i,54.0,.,1.1%[50 µM],7.5%,9.4%,i,0.7,3.4,59
COc1ccccc1OCC(O)CN1CCN(CC(=O)Nc2c(C)cccc2C)CC1 (centres undefined),-0.9%&0.2%,-2.1%&-7.8%,i,39.7&43.4,.,2.0%&3.1%,6.7%&9.0%,1.9%&1.9%,i,1.8&3.2,5.1&0.6,50&64
NC(=O)NC(CC(=O)NCCCc1ccccc1)c1ccc(Cl)cc1 (centres undefined),-0.8%,-7.0%,i,8.8,.,0.0%,4.8%,0.4%,i,0.3,0.6,40
COc1ccccc1NC(=O)Nc1ccc(C)cn1,1.8%,-4.4%,i,56.4,.,-0.5%,14.8%,-4.7%,i,0.9,1.6,70
CC1CC(C)CN(CCCNC(=O)c2ccc3c(c2)N(Cc2ccccc2)C(=O)c2ccccc2S3=O)C1 (centres undefined),1.7%,1.3%,i,6.6,.,0.2%,4.4%,4.0%,i,0.0,1.3,61
COc1ccc(/C=N/n2c(-c3cc(C)[nH]n3)n[nH]c2=S)cc1OC,.,-2.8%,i,55.9,.,.,18.2%,.,i,0.5,1.6,66
CC1CCN(S(=O)(=O)c2cc(Br)cc(C(=O)NC3=NCCS3)c2)CC1,17.4%,10.6%,i,40.0,1.1,0.6%,-14.2%,9.2%,i,0.9,-1.9,103
CCC(C)C(NC(=O)C(CC(C)C)NC(=O)C(CO)NC(=O)C1CCC(=O)N1)C(=O)OC (centres undefined),0.1%,4.7%,i,17.1,1,0.1%,3.5%,6.6%,i,0.2,0.0,89
Cn1cc([C@@H]2C[C@H]3CN(Cc4cccc(Cl)c4)C(=O)[C@]34CCCN24)c2ccccc21,22.2%,2.9%,i,57.2,1.1,0.2%,3.5%,4.1%,i,0.8,-3.0,66
CCOC(=O)C1CCCN(C(=O)CCCn2nnnc2CN2CCC(C)CC2)C1 (centres undefined),-1.2%,6.9%,i,5.4,.,0.0%,-20.1%,-14.1%,i,1.7,-0.2,54
CC1(C)C=Cc2cc3ccc(=O)oc3cc2O1,3.1%,4.9%,i,20.6,.,1.7%,14.4%,7.6%,i,2.6,-2.7,89
Cc1ccc(S(=O)(=O)N(C)C)cc1NC(=O)CCc1ccccc1,2.1%,1.8%,i,1.5,.,1.4%,18.8%,6.5%,i,0.6,0.2,49
C=CCn1c(SCCN2C(=O)c3ccccc3C2=O)nc2scc(-c3ccccc3)c2c1=O,-1.5%,-6.5%,i,36.4,0.8,1.1%,3.5%,5.4%,i,1.3,3.1,90
CC1CCN(CCOCCOc2ccc(Cl)cc2Br)CC1,-2.8%,10.7%,i,8.4,0.9,-0.3%,3.2%,19.5%,i,0.7,-0.3,50
CN1CCCN(S(=O)(=O)c2ccccc2)c2nc3ccccc3nc21,.,.,.,.,.,0.5%[50 µM],.,2.7%,+,53.1*,0.4,61
COc1ccc(CN=C(Nc2ccccc2)SC2CC(=O)NC2=O)cc1 (centres undefined),-0.2%,-0.3%,i,45.0,1,0.3%,2.1%,-0.6%,i,0.1,2.6,62
CCOC(=O)c1csc(NC(=O)C2=COCCO2)n1,2.6%,-2.1%,i,22.0,.,-0.1%,5.6%,-1.9%,i,0.0,0.1,55
O=C(Nc1ccccc1Cl)c1cc[n+]([O-])cc1,2.8%,-0.4%,i,46.2,.,-0.6%,4.5%,2.7%,i,1.5,-0.5,43
CCC(CC)C(=O)N1CCN(c2cccc(C)c2C)CC1,7.6%,0.6%,i,45.7,1.1,13.9%,25.1%,9.8%,i,0.3,0.3,48
Cc1ccc(NC(=S)NCC23C=CC(O2)C2C(=O)N(c4ccc(C)cc4)C(=O)C23)cc1 (centres undefined),2.5%,11.2%,i,53.7,1,-0.7%,6.5%,7.6%,i,0.5,-1.6,60
O=C(O)C1C2C=CC(C2)C1C(=O)NCCCc1ccccc1 (centres undefined),1.3%,-4.6%,i,33.1,1.1,1.6%,8.6%,3.5%,i,0.5,0.7,51
CS(=O)(=O)N1N=C(c2ccccc2)CC1c1ccc2nccnc2c1 (centres undefined),1.4%,-2.9%,i,53.3,1.1,-0.5%,25.2%,-2.0%,i,0.0,0.6,50
Cc1ccc(C(=O)COC(=O)c2cc(C)no2)c(C)c1,.,.,.,.,.,1.3%[50 µM],.,0.4%,i,1.8,-0.9,52
Clc1cccc(Cl)c1OCCOCCNCc1ccccc1,-0.4%,-1.2%,i,55.9,.,-2.4%,5.8%,22.1%,i,1.0,0.6,62
COc1ccccc1N1CCN(S(=O)(=O)c2ccc(-n3cnnn3)cc2)CC1,7.7%,-10.9%,i,11.1,.,-0.1%,12.4%,8.6%,i,3.0,-0.4,60
CCCCN(CCCC)CCNC(=O)CN1C(=O)CSc2ccc(S(=O)(=O)N3CCOCC3)cc21,1.6%,-5.7%,i,11.7,.,0.2%,11.0%,2.3%,i,0.6,0.7,47
Cc1ccc(C(=O)OC(C(=O)Nc2ccc(Cl)cc2C(F)(F)F)c2ccccc2)cc1 (centres undefined),15.9%,-7.4%,i,39.5,1,0.3%,-1.2%,1.1%,i,0.3,0.8,52
O/N=C\c1ccc(-c2ccccc2)o1,4.4%,-3.2%,i,13.1,1.1,1.4%[50 µM],14.4%,8.8%,i,0.3,7.0,36
